Screens (PubChem)
PAFAH1B3 FP inh = PAFAH1B3 (human) inhibition; Q15102; 340,000 tested, 0.28% active; AID 492972; inhibition, % at 3.39 µM; recombinant PAFAH1B3, FP-rhodamine probe, fluorescence polarization;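 active means inhibition above the screen-wide average of all tested compounds plus 3 SD, cut at about 25% in these data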;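 further: 0% = enzyme with DMSO only and 100% = wells lacking PAFAH1B3 protein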
pPAFAH FP inh = pPAFAH (human) enzyme inhibition; Q13093; recombinant pPAFAH, FP-rhodamine probe fluorescence polarization; inhibition, % at 3.39 µM; 330,000 tested, 1.5% active;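 active means inhibition above the mean inhibition across the screen plus 3 SD, cut at about 25% in these data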;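 further: inhibitors block binding of the rhodamine activity-based probe so polarization drops; 0% = enzyme with DMSO and 100% = wells lacking pPAFAH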
LYPLA1 counter = LYPLA1 (human) inhibition in PME1 counter-screen; AID 2174; recombinant LYPLA1, FP-Rh probe fluorescence polarization; 320,000 tested, 0.16% active; inhibition, % at 5.9 µM; O75608;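 active means inhibition above the mean of all tested compounds plus 3 SD, set per campaign, cut at about 14% in these data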;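 further: inhibitors block serine hydrolase probe labeling of LYPLA1 so polarization falls; 0% = enzyme with DMSO and 100% = wells lacking LYPLA1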
GSTO1 inh = blocks human GSTO1 in RBBP9 counter-screen | P78417 | recombinant GSTO1, activity-based probe fluorescence polarization | inhibition, % at 5.96 µM | 300,000 tested, 1.1% active | AID 1974;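 active means inhibition above the campaign mean inhibition plus 3 SD, cut at about 35% in these data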;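 further: 0% = GSTO1-1 with DMSO and 100% = wells lacking GSTO1-1 enzyme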
LYPLA2 counter = blocks human lysophospholipase 2, a PME1 counter-screen | recombinant LYPLA2, FP-Rh probe fluorescence polarization | inhibition, % at 5.9 µM | 320,000 tested, 0.38% active;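 active means inhibition above the screen-wide mean plus 3 SD, limit set per campaign, cut at about 26% in these data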;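 further: 0% = LYPLA2 with DMSO and 100% = wells lacking LYPLA2 enzyme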
Target sequence (O95372 whole entry, looked up): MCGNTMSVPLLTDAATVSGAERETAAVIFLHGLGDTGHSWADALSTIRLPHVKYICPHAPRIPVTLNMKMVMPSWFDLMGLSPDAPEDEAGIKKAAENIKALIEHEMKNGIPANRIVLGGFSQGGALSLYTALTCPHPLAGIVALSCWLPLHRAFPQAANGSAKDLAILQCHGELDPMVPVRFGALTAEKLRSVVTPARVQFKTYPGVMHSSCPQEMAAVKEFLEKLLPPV
PAFAH2 FP inh = PAFAH2 (human) inhibition; Q99487; recombinant PAFAH2, FP-rhodamine activity probe, fluorescence polarization; inhibition, % at 3.39 µM; 340,000 tested, 0.99% active;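 active means inhibition above the mean over all tested compounds plus 3 SD, cut at about 30% in these data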;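 further: inhibitors block probe labeling of enzyme so polarization drops; 0% = enzyme with DMSO and 100% = wells lacking PAFAH2 protein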
PREPL inhibitor = human PREPL enzyme inhibition. 320,000 tested, 0.68% active. AID 2751. inhibition, % at 5.96 µM. recombinant PREPL, fluorescence polarization activity-based probe; in the data active means inhibition above about 43%;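 further: 0% = enzyme with DMSO and 100% = wells lacking enzyme; many of its hits are not listed in these tables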
Target sequence (Q4J6C6 whole entry, looked up): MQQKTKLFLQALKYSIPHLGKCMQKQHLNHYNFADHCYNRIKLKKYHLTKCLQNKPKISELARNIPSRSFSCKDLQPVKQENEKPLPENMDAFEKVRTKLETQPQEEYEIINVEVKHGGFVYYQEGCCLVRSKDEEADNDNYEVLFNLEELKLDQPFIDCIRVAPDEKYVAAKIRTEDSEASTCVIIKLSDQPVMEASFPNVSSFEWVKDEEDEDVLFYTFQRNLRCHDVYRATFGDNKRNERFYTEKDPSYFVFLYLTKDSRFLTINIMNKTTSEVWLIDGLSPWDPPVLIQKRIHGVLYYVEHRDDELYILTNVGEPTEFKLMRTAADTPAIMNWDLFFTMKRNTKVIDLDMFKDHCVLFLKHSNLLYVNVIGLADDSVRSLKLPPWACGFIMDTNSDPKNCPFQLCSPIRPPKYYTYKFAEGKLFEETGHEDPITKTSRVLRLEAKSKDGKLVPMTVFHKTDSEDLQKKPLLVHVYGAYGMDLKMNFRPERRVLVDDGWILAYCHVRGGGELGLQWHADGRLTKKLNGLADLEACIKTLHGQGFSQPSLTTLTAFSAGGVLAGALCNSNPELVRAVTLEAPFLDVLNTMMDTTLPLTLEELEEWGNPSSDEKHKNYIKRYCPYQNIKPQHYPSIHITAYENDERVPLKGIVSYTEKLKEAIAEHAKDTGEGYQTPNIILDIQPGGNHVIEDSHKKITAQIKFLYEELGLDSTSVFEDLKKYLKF
PAD4 inh = PAD4 (human) enzyme inhibition. inhibition, % at 6.36 µM. 330,000 tested, 0.41% active. Q9UM07. AID 485272. recombinant PAD4, RCA probe fluorescence polarization;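 active means percent inhibition above a cutoff equal to the mean of all tested compounds plus 3 SD, cut at about 15% in these data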;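 further: 0% = PAD4 with RCA probe and DMSO and 100% = probe without PAD4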
PAFAH1B2 inh = PAFAH1B2 (human) inhibition; P68402; recombinant PAFAH1B2, FP-rhodamine activity probe, fluorescence polarization; inhibition, % at 3.39 µM; 340,000 tested, 1.2% active;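 active means inhibition above the mean of all tested compounds plus 3 SD, cut at about 24% in these data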;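 further: 0% = enzyme with DMSO and 100% = wells lacking PAFAH1B2; many of its hits are not listed in these tables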
The depositor's hits bear a star; . = no result given. An excerpt, so the mix of outcomes need not match the whole.

SMILES	PAFAH1B3 FP inh	pPAFAH FP inh	LYPLA1 counter	GSTO1 inh	LYPLA2 counter	PAFAH2 FP inh	PREPL inhibitor	PAD4 inh	PAFAH1B2 inh
O=C(Cc1ccc(Cl)c(Cl)c1)Nc1ccc(SC(F)F)cc1	-2	-13	-22	1	-32	-21	-47	-1	-8
CC(C(=O)Nc1ccc(C#N)cc1)N(C)Cc1cccs1 (centres undefined)	11	6	4	-1	4	-10	4	-2	9
Cc1ccc(C(=O)OCC(=O)N2CCCC2)cc1	16	3	0	5	8	13	2	-2	-1
O=C(COc1ccc(Cl)cc1Br)NC1CC1	-8	2	0	.	1	0	-4	-3	1
COCc1c(C(=O)NCCc2ccc(OC(F)F)cc2)oc2ccccc12	5	6	.	.	.	-13	15	-2	18
COc1cccc(NC(=O)CN(C)C(=O)Cn2[nH]c(=O)c3ccccc3c2=O)c1	4	2	1	-5	1	-1	-3	0	1
CN(C(=O)CN1CCC(NC(=O)C2CCCCC2)CC1)C1CCCCC1	1	0	5	2	7	1	7	-3	4
Cc1ccc(CNC(=O)CNS(=O)(=O)c2ccc3nc(C)sc3c2)cc1	6	1	-1	1	4	-3	-8	-3	2
O=C(O)CCCn1cc(NC(=O)COc2ccc(F)cc2F)cn1	9	5	1	5	4	1	21	-2	5
CC(C)n1cc(C(=O)NC2CC(C)(C)Cc3c2cnn3-c2ccccc2)cn1 (centres undefined)	11	5	2	5	0	13	6	-1	8
CCOC(=O)Cc1nc2cc(Cl)ccc2o1	-2	3	-2	4	2	-4	5	-3	-2
CC(=O)Nc1ccc(NC(=O)C(C)OC(=O)C2(c3ccccc3F)CCCC2)cc1 (centres undefined)	8	1	2	.	4	-5	0	-3	7
CCNC(=S)N/N=C(\C)c1ccc2ccccc2c1OC(F)F	3	-1	1	6	-6	4	-14	-3	-1
O=C(N/C(=C/c1ccc(Br)cc1)C(=O)N1CCCC1)c1ccccc1F	6	3	0	5	4	-9	11	1	0
N#CC1=C2SCC(O)(c3ccccc3)N2C(=O)CC1c1cccs1 (centres undefined)	5	7	1	-8	-3	22	3	-6	4
Cc1cccc(OCC(=O)NN2C(=O)C3C4C=CC(O4)C3C2=O)c1 (centres undefined)	-3	3	-1	-4	-6	6	-3	-2	-1
CCOc1ccc(-n2c(SCC(N)=O)nc3c([nH]c4ccccc43)c2=O)cc1	4	7	0	4	1	-3	9	-4	-1
CCc1ccc(NC(=O)c2ccc3nc(N)sc3c2)cc1	1	-6	-16	-6	-27	-7	5	4	7
COc1cc(S(=O)(=O)N2CCCCCC2)ccc1-n1cnnn1	1	-2	2	22	7	5	14	3	3
CC(NC(=O)COC(=O)c1cccs1)c1ccccc1 (centres undefined)	10	1	3	-2	0	60*	-6	0	3
O=C1OCCN1C(=O)[C@H]1[C@H](c2ccccc2)C(c2ccccc2)=NN1c1ccccc1	6	-3	.	.	.	-4	.	-1	13
CCCc1cc(C(=O)O)c2ccccc2n1	-2	-4	0	-6	0	16	-2	3	2
O=C(C[C@H]1C[C@H](C(=O)N2CCCCC2)[C@@]2(CCc3ccccc3)c3[nH]c4cc(-c5ccco5)ccc4c3CCN2C1=O)NCCN1CCOCC1	5	7	.	.	.	-7	.	-3	0
COC(=O)C(C)Sc1ccc2nnc(CCNS(=O)(=O)c3ccccc3)n2n1 (centres undefined)	3	2	3	7	4	0	1	-5	3
O=C(Nc1ccc(COc2ccccc2)cc1)c1cccc([N+](=O)[O-])c1	0	-3	2	5	3	1	23	-1	2
Cc1ccc(S(=O)(=O)N(Cc2ccccc2)c2ccccn2)cc1[N+](=O)[O-]	-1	2	3	-3	8	6	-11	-3	-3
CCOc1ccccc1C(=O)NCC(=O)Nc1ncccc1C	8	2	5	-3	5	5	6	0	6
O=C(CSc1nc(=O)n(Cc2ccccn2)c2c1CCC2)Nc1ccc(F)cc1F	0	6	0	-3	6	0	-3	-1	-1
CC(OC(=O)C1CCN(S(=O)(=O)c2ccc3c(c2)OCCO3)CC1)C(=O)N(C)c1ccccc1 (centres undefined)	10	1	0	.	-5	9	3	6	7
O=C1c2ccccc2C(=O)N1CCCn1nnc(-c2ccc(N3CCOCC3)cc2)n1	13	0	3	0	5	-5	3	-2	0
O=C(NCc1ccco1)c1noc2c1CCCC2	6	2	1	1	4	-2	4	1	1
Cc1nn(C(C)C)c(C)c1CN1CCCC(C(=O)c2cccc(OC(C)C)c2)C1 (centres undefined)	10	3	-1	-6	2	1	-6	-4	4
COc1ccc(NC(=O)c2cc(S(=O)(=O)N3CCCCC3)c[nH]2)cc1	2	1	-7	6	-1	0	-9	1	1
O=C(N/N=C/C=C\c1ccc([N+](=O)[O-])cc1)c1cccnc1	.	-1	1	3	9	.	13	0	.
Clc1ccccc1OCCn1ccnc1	3	1	-1	1	4	2	8	0	1
O=C(Nc1ccccc1Br)C1CCN(S(=O)(=O)c2cccs2)CC1	10	2	.	.	.	13	8	3	7
CCCCc1cc(=O)oc2cc(C)cc(OCC(=O)N[C@@H](CSCc3ccccc3)C(=O)O)c12	4	13	-3	-23	-3	9	12	-6	1
COc1ccccc1NC(=O)c1cnc(SCC(=O)NCC2CCCO2)n(C)c1=O (centres undefined)	15	-1	-3	-2	-5	-2	-6	5	-3
CC/C(=N\O)c1ccc(OC)c(OC)c1	-2	3	-2	0	3	2	9	-2	-1
CC1Oc2ccccc2N(Cc2cccc(F)c2)C1=O (centres undefined)	2	3	-1	2	-1	-1	-31	4	4
O=C(O)CCSC1CC(=O)N(c2ccccc2)C1=O (centres undefined)	4	1	0	6	3	3	15	1	-1
CCc1c(C)c2c(C)[nH]nc2oc1=O	8	4	0	-9	0	1	11	1	-2
COc1ccccc1C(=O)NC(CCSC)C(=O)NCC(c1cccs1)N(C)C (centres undefined)	0	1	1	17	2	-2	24	0	0
O=C(CNC(=O)c1cccc(F)c1)N/N=C/c1cc(Br)ccc1OCc1ccccc1	-1	-25	-35	10	-44	-44	8	-1	-15
O=C(Nc1ccccc1C(=O)O)c1cccc(NC(=O)c2ccccc2Br)c1	5	-3	-7	-21	-6	-10	-3	-2	4
CC(=O)N1c2ccc(S(=O)(=O)N3CCCCC3)cc2CC1C(=O)NCc1ccc(N(C)C)cc1 (centres undefined)	-8	5	6	-1	3	1	14	0	4
COc1ccc(S(=O)(=O)N2CCOCC2)cc1NC(=O)CSc1n[nH]c(=O)n1C1CC1	9	3	0	-1	5	0	-5	-7	6
Cc1ccc(C(=O)Nc2ccccc2-c2ccccc2)cc1S(=O)(=O)Nc1ccccc1	-5	7	.	.	.	-20	-14	-6	5
O=C(NCCOCCOCCNC(=O)c1cccnc1)c1cccnc1	4	4	4	1	9	-3	17	3	7
CCCC(C)NC(=O)CSc1nnc2ccccn12 (centres undefined)	-3	0	0	1	0	2	7	-12	3
Cc1cc(=O)oc2cc(OCC(=O)NCCCN3CCOCC3)ccc12	1	2	-3	5	-4	4	5	-1	2
CN(Cc1cccs1)CC(O)COCc1ccco1 (centres undefined)	5	0	-1	3	2	-6	1	0	-2
CC(=O)Nc1ccc(NC(=O)c2cc(S(=O)(=O)N3CCCCC3)ccc2C)cc1	10	0	-2	.	2	-2	-1	3	0
C=C(C)Cn1c(SCC(=O)N/N=C/c2ccccc2)nc2ccccc2c1=O	0	4	0	-6	4	-5	10	5	0
Cc1cc(C)cc(N2CC(C(=O)Nc3cc(C)on3)CC2=O)c1 (centres undefined)	3	-4	4	-4	1	3	5	-5	-1
CC(OC(=O)c1cc(S(=O)(=O)N2CCOCC2)ccc1F)C(=O)NC1CCCC1 (centres undefined)	2	6	6	.	8	3	2	1	0
C=CCOc1cccc(C2/C(=C(\O)c3ccc4c(c3)OCCO4)C(=O)C(=O)N2CCN2CCOCC2)c1 (centres undefined)	7	1	-2	2	2	-1	3	3	0
COc1ccc(NC(=O)COC(=O)CCOc2ccccc2C)cc1Cl	3	14	-2	-2	4	-2	6	0	0
Cc1cc(/C=N/N2CCN(C)CC2)c(C)n1-c1ccc(Cl)cc1	4	11	1	5	6	0	42	2	-2
CCC(CO)Oc1cc(NC(=O)c2cccc([N+](=O)[O-])c2)c2ncn(C(C)C)c2c1 (centres undefined)	7	4	.	.	.	2	19	1	-2

(more compounds)
SMILES	PAFAH1B3 FP inh	pPAFAH FP inh	LYPLA1 counter	GSTO1 inh	LYPLA2 counter	PAFAH2 FP inh	PREPL inhibitor	PAD4 inh	PAFAH1B2 inh
COc1cc2c(cc1OC)[C@@H](NC(=O)CCc1ccccc1)[C@H](O)C2	7	0	.	.	.	2	.	2	4
S=c1nc(C23CC4CC(CC(C4)C2)C3)[nH][nH]1	13	-12	0	4	-15	13	6	14	19
C=CSc1sc(Cl)c(N2CCOCC2)c1[N+](=O)[O-]	6	7	0	7	12	9	6	4	-4
N=C(N)Cc1ccccc1Sc1ccccc1	-3	9	3	9	5	7	3	4	3
C[C@H](CO)N1C[C@H](C)[C@@H](CN(C)S(=O)(=O)c2cccs2)Oc2c(NC(=O)C3CCCCC3)cccc2C1=O	0	-7	.	.	.	7	5	-1	5
C#CCOCCOCCOCCNc1nc(N2CCN(C(=O)[C@H](CCCN=C(N)N)n3cc(C(N)[C@@H](C)CC)nn3)CC2)nc(N2CCN(C(=O)[C@H](CC(N)=O)n3cc([C@@H](N)C(C)C)nn3)CC2)n1 (some centres undefined)	-2	-5	.	.	.	0	16	3	4
O=C(Nc1cc(C(F)(F)F)ccc1Cl)C(NCc1ccccc1)c1ccccc1 (centres undefined)	10	2	-1	4	-9	-4	-6	-2	-2
COC(=O)c1ccc(CN2CCCC(CNC(=O)Cc3ccc(OC)cc3)C2)cc1 (centres undefined)	7	2	0	7	-1	2	0	-1	4
N#Cc1cccc(NC(=O)Cn2c3[n+](c4ccc(C(F)(F)F)cc42)CCCCC3)c1	6	-3	-1	4	-8	1	12	-4	0
CCN(CCCNC(=O)CN(C)S(=O)(=O)c1cccc2nsnc12)c1cccc(C)c1	9	11	2	6	4	6	16	2	4
Cc1ccc(-n2c(SCC(=O)N3CCCCC3)nc(O)c(Cc3ccccc3)c2=O)cc1	4	2	-2	14	-3	15	4	5	9
CON(C)C(=O)CCN(Cc1ccccc1)C(=O)OC(C)(C)C	-6	7	.	.	.	-4	9	-1	-3
CCCOc1ccc(OCCCCNC(C)CC)cc1 (centres undefined)	-8	5	-1	0	6	-12	-4	-2	0
COc1ccc(-c2cc(CNS(=O)(=O)c3cc(OC)ccc3OC)on2)cc1	1	-2	2	0	3	-3	-7	-2	3
O=C(CCN1C(=O)c2ccccc2C1=O)N1CCN(c2ccccn2)CC1	-4	-5	0	6	-1	-2	-1	-3	-1
Cc1ccc(NN=C2c3ccccc3-c3ccccc32)cc1	11	8	-6	3	3	9	6	-4	8
Cc1c(C(=O)OCc2ccccc2)[nH]c2c1C(=O)CC(c1ccco1)C2 (centres undefined)	1	23	-2	-2	-4	-6	-4	0	5
OCCOc1ccc(C2=NCCO2)cc1	6	3	0	-2	9	-2	15	-1	-3
COc1ccc(S(=O)(=O)Nc2ccc(N3CCOCC3)cc2)cc1[N+](=O)[O-]	-4	8	2	-1	-1	-1	5	-2	2
CC(C)c1ccc(OCC(=O)NC2CCCC2)cc1	6	-2	2	-4	9	-2	8	-2	3
